KinaseGlo FLuc – counter-screen: inhibitors of Kinase-Glo firefly luciferase; Q27757; Kinase-Glo luciferase, ATP luminescence, 8 min; Potency, µM (series often up to 38.3 µM), without a hit: at the highest dose activity change, negative = inhibition, actives largely listed as inhibitors; actives 0.28% (n = 200,000); AID 1379; further: potency means the concentration at half of the fitted maximal effect; on the % scale 0 is the no-effect control and ±100 the full control effect; nearly all actives have a fitted effect of over 60% in size
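Recombinant Kinase-Glo luciferase, 10 uM ATP (linear range), luciferin; imidazole pH 7.2 / KCl / MgCl2 / Tween / BSA buffer; 8 min RT; luminescence.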
Epigenetic derep – epigenetic control regulation, reporter derepression; murine LDR cells, GFP reporter derepression, 30 h; Potency, µM (series often up to 53.9 µM), without a hit: at the highest dose GFP activation, usual class: activators; actives 0.2% (n = 280,000); AID 1865; further: potency means the concentration at half of the fitted maximal effect; % of control where 0% means no effect; nearly all actives have a fitted effect of over 60% in size
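Reporter derepression read as number of fluorescent GFP-positive objects, 20-120 um in size, counted by laser-scanning cytometer. Mouse LDR line with an epigenetically silenced CMV-GFP locus; compound incubation 30 h, 37 C.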
IMPase Li inh – cell-permeable IMPase inhibitors with lithium potentiation; AID 1457; actives 0.35% (n = 210,000); CHO-M1 cells, IP1 TR-FRET (IP-One), carbachol + lithium; Potency, µM (doses to about 59.4 µM), for inactives: top-dose activity, negative = IMPase inhibition, most hits filed as inhibitors;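 further: IP1 builds up when IMPase is blocked and the TR-FRET signal falls; potency means the concentration at half of the fitted maximal effect; plate controls were basal vehicle for no effect and high inhibitor control for full effect; nearly all actives have a fitted effect of over 50% in size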
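CHO cells stably expressing M1 receptor (2000/well) were cultured 16–30 h, then exposed to compounds with a small lithium addition for 30 min at 37C. IP1 was measured by TR-FRET competition; AC50 from Hill fits.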
CBFb RUNX1 block – inhibitors of human CBF-beta and RUNX1 interaction | 230,000 tested, under 10 active | AID 1477 | Potency, µM (doses to about 59.8 µM), inactives show top-dose activity, negative = inhibition, usual class: inhibitors | AlphaScreen CBFb-His/RUNX1-biotin binding, biochemical; further: % of control where 0% means no effect
Target sequence (Q01196 whole entry, looked up): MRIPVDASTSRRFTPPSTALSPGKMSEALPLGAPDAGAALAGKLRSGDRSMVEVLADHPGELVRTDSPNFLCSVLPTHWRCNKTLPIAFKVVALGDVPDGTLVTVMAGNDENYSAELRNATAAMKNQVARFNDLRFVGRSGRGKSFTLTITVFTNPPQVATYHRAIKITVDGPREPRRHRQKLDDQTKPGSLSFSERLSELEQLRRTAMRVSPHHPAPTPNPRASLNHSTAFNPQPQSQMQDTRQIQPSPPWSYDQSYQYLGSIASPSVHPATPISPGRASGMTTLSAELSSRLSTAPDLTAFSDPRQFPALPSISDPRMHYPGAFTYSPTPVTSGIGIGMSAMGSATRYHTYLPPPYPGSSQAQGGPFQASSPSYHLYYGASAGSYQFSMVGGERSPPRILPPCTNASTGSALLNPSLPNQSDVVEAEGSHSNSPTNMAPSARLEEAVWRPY
Target sequence (Q13951 whole entry, looked up): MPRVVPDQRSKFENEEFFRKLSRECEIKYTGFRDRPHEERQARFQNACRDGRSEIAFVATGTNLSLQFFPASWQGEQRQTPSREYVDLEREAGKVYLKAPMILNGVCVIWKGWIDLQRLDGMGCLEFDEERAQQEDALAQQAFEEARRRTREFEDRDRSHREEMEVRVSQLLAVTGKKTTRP
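Proteins preincubated together for 20 min at RT before compound addition; 15 min later, nickel and streptavidin beads were added and left 90 min prior to AlphaScreen measurement.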
LMNA splice mod – LMNA splicing modulation | HeLa LMNA splicing GFP/RFP minigene ratio, 48 h | actives 0.01% (n = 200,000) | Potency, µM (series often up to 46.1 µM), without a hit: top-dose ratio change, negative = inhibition, actives largely listed as inhibitors; active means well fitted inhibition curve with a large enough effect in the signal ratio, with a control signal flat, not every such curve was filed as active; inconclusive means small, poorly fitted or top-dose-only effect, or effect the other way, or a change in a side signal; the % refers to the signal ratio; further: potency means the concentration at half of the fitted maximal effect; on the % scale 0 is the no-effect control and ±100 the full control effect
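S3 HeLa cells stably expressing lamin A-EGFP splicing minigene plus DsRed2, 600 cells/well, 48 h compound exposure at 37C. Laser-scanning cytometry; analysed as GFP (500-530 nm)/RFP (575-640 nm) total intensity ratio; 0.5% DMSO vehicle.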
NPSR antag – blocks cAMP signaling of the human neuropeptide S receptor | Q6W5P4 | Potency, µM (top dose mostly 38.3 µM), without a hit: top-dose activity change, negative = inhibition, actives largely listed as inhibitors | actives 1% (n = 220,000) | AID 1461 | CHO-NPSR cells, cAMP TR-FRET, antagonist mode; further: potency means the concentration at half of the fitted maximal effect; on the % scale 0 is the no-effect control and ±100 the full control effect; nearly all actives have a fitted effect of over 50% in size; many of its hits are not listed in these tables
Target sequence (Q6W5P4 whole entry, looked up): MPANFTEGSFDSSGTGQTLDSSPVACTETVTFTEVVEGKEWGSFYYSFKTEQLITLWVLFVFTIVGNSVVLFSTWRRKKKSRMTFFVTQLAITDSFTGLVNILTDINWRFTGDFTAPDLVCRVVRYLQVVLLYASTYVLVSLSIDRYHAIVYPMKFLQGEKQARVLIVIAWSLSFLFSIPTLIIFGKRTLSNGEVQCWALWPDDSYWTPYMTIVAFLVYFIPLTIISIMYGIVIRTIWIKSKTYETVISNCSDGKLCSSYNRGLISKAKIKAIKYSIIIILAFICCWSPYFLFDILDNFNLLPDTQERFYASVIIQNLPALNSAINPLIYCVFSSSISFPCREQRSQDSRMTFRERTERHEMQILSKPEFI
HTT aggregate – inhibitors of mutant huntingtin aggregate formation in PC12 cells; actives 1.1% (n = 220,000); PC12 HttQ103-GFP aggregates, Acumen cytometry, 40 h; Potency, µM (doses to about 46.1 µM), for the others: at the highest dose activity change, negative = inhibition, actives largely listed as inhibitors; further: potency means the concentration at half of the fitted maximal effect; on the % scale 0 is the no-effect control and ±100 the full control effect; nearly all actives have a fitted effect of over 60% in size
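Ecdysone-promoter PC12 model expressing HTT exon 1 Q103 fused to GFP, induced by tebufenozide at 100 nM final. Compounds titrated; aggregates sized 1–25 µm scored on a 488 nm laser cytometer.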
* hit, by the source's call; ? = inconclusive; nt = no result given; & = joins results of further samples; [ ] = another dose, or the depositor's remark. Unless noted, the call rests on the fitted dose curve; in most records, active means well fitted curve in the direction sought with a large enough effect; inconclusive means small, poorly fitted or top-dose-only effect, or another doubt; inactive means no such curve, though single readings can be large; an effect the other way counts as inactive or inconclusive. Only part of the results is shown; the hit share may differ from the screen's.

SMILES	KinaseGlo FLuc	Epigenetic derep	IMPase Li inh	CBFb RUNX1 block	LMNA splice mod	NPSR antag	HTT aggregate
CC(C)C(=O)Nc1ccc2oc(-c3cc(F)c(F)cc3Cl)nc2c1	-1%	8.0%	4%	8%	3%	-8%[46.1 µM]	6%
O=C(c1ccc2c(=O)n(C3CCCC3)c(=S)[nH]c2c1)N1CCc2ccccc21	-1%	-1.0%	10%[38.3 µM]	3%	5%	-2%[46.1 µM]	-10%
NC(=O)C1c2ccccc2CSc2ccccc21 (configuration not stated)	2%	1.0%	4%[38.3 µM]	2%	5%	2%[46.1 µM]	-4%
O=C1N=C(N2CCCC2)S/C1=C\c1cccc(Br)c1	2%	0.0%	1%[38.3 µM]	0%	-20%	-9%[46.1 µM]	?
NCC(c1ccccc1)c1c[nH]c2ccccc12 (configuration not stated)	-1%	-0.1%	3%	-11%	-14%[46 µM]	-9%	-2%
COc1ccc(N/N=C2/CCCCC2=O)cc1	-5%	0.0%	-5%[38.3 µM]	-4%	7%	-3%[46.1 µM]	-32%
Cn1c(-c2sc3cc(C(F)(F)F)cnc3c2-c2cccnc2)n[nH]c1=S	0%	-5.4%	14%[38.3 µM]	-1%	3%	-24%[46.1 µM]	-2%
COc1cccc(C(=O)Nc2ccc3nc(N4CCOCC4)cc(C)c3c2)c1	4%	-0.8%	2%[38.3 µM]	10%	?	-19%[46.1 µM]	-4%
CCC(CC)c1nnc(NC(=O)C2COc3ccccc3O2)s1 (configuration not stated)	1%	0.0%	-17%[38.3 µM]	-1%	3%	-1%[46.1 µM]	10%
CC(=O)Nc1ccc(S(=O)(=O)N=S(C)(C)=O)cc1	-2%	-0.9%	-7%	?	-1%	11%	-19%
CCCCN(Cc1ccco1)C(=O)c1cc2c(=O)[nH]c3ccc(C)cc3c2s1	19%	-4.2%	1%[38.3 µM]	-3%	?	?	-15%
COC(=O)c1cc(NC(=O)C2COc3ccccc3O2)cc(C(=O)OC)c1 (configuration not stated)	5%	-8.1%	67%[activator][38.3 µM]	12%	-10%	-24%[46.1 µM]	2%
CC1CN(CCCSc2ccc(Cl)cc2)CC(C)O1 (configuration not stated)	14%	-0.1%	16%	1%	nt	-9%	1%
Cc1ccc(C)n1-c1ccc(NC(=O)c2ccccc2)cc1	-2%	0.9%	11%	-8%	?	-3%	?
Cc1noc(-c2ccccc2)c1NC(=O)Nc1ccccc1	nt	1.6%	nt	2%	nt	-13%	-5%[9.22 µM]
CC(=O)Nc1ccccc1Sc1ccc2c3c(cccc13)C(=O)N(c1ccc(C)cc1)C2=O	-3%	17%	2%	-1%	-19%	-5%	24%
CCOC(=O)Cc1csc(NS(=O)(=O)c2ccc(F)cc2)n1	-5%	0.0%	10%[38.3 µM]	2%	9%	-7%[46.1 µM]	7%
CCNC(=O)c1c(NC(=O)C2COc3ccccc3O2)sc2c1CCCC2 (configuration not stated)	-1%	0.0%	5%[38.3 µM]	2%	6%	-9%[46.1 µM]	-16%
CCOC(=O)c1c(NC(=S)Nc2ccccc2)sc2c1CC(C)(C)SC2	-1%	0.0%	-5%	-11%	-18%	-33%	0%
Cc1cc(NC(=O)CSc2nc(C(C)C)nc3sc4c(c23)CCC(C)C4)no1 (configuration not stated)	-5%	0.0%	?	12%	-3%	?	-10%
CCCC(=O)NC(C)c1nc2ccccc2[nH]1 (configuration not stated)	-1%	-0.8%	28%[38.3 µM]	8%	-10%	9%[46.1 µM]	1%
O=C(c1ccc2c(c1)OCO2)N1CCN(c2ccccc2F)CC1	0%	-0.2%	8%[38.3 µM]	5%	-3%	-6%[46.1 µM]	-21%
Nc1nnc(Cc2ccccc2)s1	4%	-4.0%	-11%[38.3 µM]	1%	23%	-3%[46.1 µM]	10%[9.22 µM]
CCC(CC)C(=O)Nc1cccc(C(=O)c2ccccc2)c1	0%	-2.7%	17%[38.3 µM]	0%	-8%	-18%[46.1 µM]	-19%
Cc1cc2nc3c(=O)n(Cc4ccccc4)c(=O)[nH]c3nc2cc1N	nt	6.7%	nt	-21%	nt	42%	-11%[9.22 µM]
COc1ccc2oc(C(=O)NC(C)(C)C)c(C)c2c1	-3%	-2.6%	13%	?	5%[46 µM]	2%	4%
C=CCn1c(SCc2cc(C(=O)OC)c(C)o2)nnc1-c1ccncc1	4%	-3.3%	3%[38.3 µM]	3%	2%	-13%[46.1 µM]	29%
CCCCCCC(=O)N1C/C=C\C(c2ccc(OC)cc2)N(Cc2ccc(F)cc2)C(=O)[C@H]1Cc1ccccc1 (some centres not stated)	nt	-1.7%	nt	12%	nt	-53%	-1%[9.22 µM]
CCn1c(C)cc(/C=C2\SC(=O)N(CC(=O)Nc3ccc(C)c(C)c3)C2=O)c1C	0%	?	1%[38.3 µM]	-2%	21%	-7%[46.1 µM]	4%
Cc1cc(C)n(-c2cc(N3CCN(S(=O)(=O)c4ccc5ccccc5c4)CC3)ccc2[N+](=O)[O-])n1	1%	-1.8%	-17%[38.3 µM]	2%	10%[0.0737 µM]	-28%[46.1 µM]	-13%
CCCc1cc(C(=O)Nc2c(C)n(C)n(-c3ccccc3)c2=O)no1	4%	?	7%[38.3 µM]	-4%	4%	6%[46.1 µM]	-9%
O=C(COC(=O)Cn1cnc2ccccc2c1=O)NCCC1=CCCCC1	-1%	-3.0%	3%	-5%	7%	14%	-2%
Cc1ccc2c(c1)N(CCC(=O)NCc1ccccn1)C(=O)CO2	-5%	0.0%	8%	11%	-2%	4%[46.1 µM]	-6%
CC(=O)N(c1ccc(C)cc1)C1C=CS(=O)(=O)C1 (configuration not stated)	5%	0.0%	1%[38.3 µM]	7%	-2%	-8%[46.1 µM]	?
Cc1ccc(NC(=O)c2ccc(CSc3nnc(C)s3)cc2)c(C)c1	0%	0.0%	23%[38.3 µM]	8%	10%	-22%[46.1 µM]	-15%
CNc1nc2c(C)cccn2c(=O)c1C=NCc1ccccc1	4%	-3.1%	-3%[38.3 µM]	2%	-7%	?	-4%[9.22 µM]
O=C(O)c1ccc2c(c1)ncn2C1CCCCCC1	nt	0.0%	nt	-1%	nt	-19%	nt
Cc1c(Cc2ccccc2)sc(NC(=O)C(C)(C)C)c1C(N)=O	1%	-1.2%	9%	15%	nt	-45%	?
O=C(NN1C(=O)c2ccccc2NC1c1ccc([N+](=O)[O-])o1)c1ccc([N+](=O)[O-])cc1 (configuration not stated)	-4%	10µM*	-7%	-1%	nt	-32%	nt
Cc1ccc(Cc2cc(-c3ccc(C)cc3)n[nH]c2=O)cc1	nt	-9.3%	nt	-5%	nt	8%	26%[9.22 µM]
COc1ccc(N2CCN(C(CNC(C)=O)c3ccco3)CC2)cc1 (configuration not stated)	1%	0.4%	3%	-2%	9%[46 µM]	2%	-10%
CC(C)=CCC/C(C)=C/CC/C(C)=C/CSCC(=O)O	1%	0.0%&1.1%&-2.0%	3%&-15%&9%	-2%&7%&3%	nt	nt	nt
CCOC(=O)C(=CNc1cc(Cl)c(-c2ccco2)c(Cl)c1)C(=O)OCC	nt	0.3%	nt	16%	nt	?	28%[9.22 µM]
COc1ccccc1Nc1nc(N)nc(CSC(=S)N2CCCCC2)n1	nt	0.0%	nt	14%	nt	-30%	-9%[9.22 µM]
COC(=O)N1C2CC(=O)O[C@@H]3c4cc5c(cc4[C@]1(C)[C@@]3(Br)c1ccccc12)OCO5	-9%[7.66 µM]	nt	0%	5%[13.1 µM]	?	nt	nt
COC(=O)c1[nH]c(C)c(/C(O)=C2\C(=O)C(=O)N(CCN(C)C)C2c2ccc(OC)cc2)c1C (configuration not stated)	2%	1.4%	-18%[38.3 µM]	13%	5%	6%[46.1 µM]	12%
Clc1cccc(-c2nc(NCc3cccnc3)c3ccccc3n2)c1	2%	-1.2%	17%[38.3 µM]	3%	7%	-22%[46.1 µM]	-9%
O=C(C1CCN(Cc2nc(Cc3cccc(F)c3)no2)CC1)N1CCOCC1	0%	0.0%	-4%	11%	-10%[46 µM]	-6%	?
CCc1cccc(NC(=O)Cn2cccc2)c1	0%	1.0%	7%[38.3 µM]	-7%	5%	7%[46.1 µM]	17%
CC1=NN(C(=O)CSCc2ccccc2)C(O)(c2ccccc2)C1 (configuration not stated)	-1%	-2.3%	7%	9%	nt	0%	11%

Continued (three carried over from the part before).
SMILES	KinaseGlo FLuc	Epigenetic derep	IMPase Li inh	CBFb RUNX1 block	LMNA splice mod	NPSR antag	HTT aggregate
O=C(C1CCN(Cc2nc(Cc3cccc(F)c3)no2)CC1)N1CCOCC1	0%	0.0%	-4%	11%	-10%[46 µM]	-6%	?
CCc1cccc(NC(=O)Cn2cccc2)c1	0%	1.0%	7%[38.3 µM]	-7%	5%	7%[46.1 µM]	17%
CC1=NN(C(=O)CSCc2ccccc2)C(O)(c2ccccc2)C1 (configuration not stated)	-1%	-2.3%	7%	9%	nt	0%	11%
CC(=O)c1c(C)nc2ccccn12	2%	0.0%	11%[38.3 µM]	-1%	-7%	-11%[46.1 µM]	-17%
O=C(Nc1ccccc1Cl)OCc1cncs1	-2%	-1.8%	3%	-6%	?	5%	24%
CC(C)(C)[C@H]1C=C(C(=O)NC2CC2)O[C@@H](OCc2ccc(CO)cc2)C1	nt	1.5%	-3%	-5%	nt	28%	14%[9.22 µM]
CC(CN1CCCCC1)OC(=O)c1cc2ccccc2o1 (configuration not stated)	0%	0.0%	1%[38.3 µM]	4%	?	8%[46.1 µM]	12%
Cc1cccc(N2NC(=O)/C(=C/c3ccc(-c4ccc(Cl)c(C(=O)O)c4)o3)C2=O)c1	-5%	-1.3%	18%	?	nt	-10%	-2%
CC(C)(C)c1cc(NCc2ccccn2)n2ncc(-c3ccccc3)c2n1	nt	0.1%	nt	12%	nt	?	6%[9.22 µM]
O=C(Nc1nn[nH]n1)c1ccc(S(=O)(=O)N2CCCCC2)cc1	-3%	-2.7%	0%	-10%	?	5%	11%
O=C(NCc1ccncc1)C(=O)NCC(c1ccccc1)c1ccccc1	4%	-3.1%	-4%	0%	?	-1%	-2%
C/C(=N\NC(=O)c1cccc(N/N=C(\C)c2ccco2)c1)c1ccco1	-6%	-4.1%	15%	-13%	0%[46 µM]	-11%	22%
O=C1C2CC=C(Cl)CC2C(=O)N1c1ncn[nH]1 (configuration not stated)	2%	-1.0%	4%	?	-5%	11%[46.1 µM]	2%
